# WRN inhibitor = qHTS for Inhibitors of WRN Helicase; Bifunctional 3'-5' exonuclease/ATP-dependent helicase WRN (Homo sapiens), Q14191; WRN helicase unwinding, fluorescent forked duplex, kinetic; Potency, µM (series often up to 114 µM), for inactives: at the highest dose activity change, negative = inhibition, actives largely listed as inhibitors; hit rate 0.46% among 360,000; note: potency is the fitted concentration of half-maximal effect; % is set by controls: 0 for no effect and ±100 for the full control effect; nearly all actives have a fitted effect of over 55% in size
#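 WRN at 20 nM final preincubated with compound 15 min at room temperature; reaction started with 100 nM fluorophore/quencher forked duplex oligonucleotide and 2 mM ATP final. Unwinding followed kinetically by red fluorescence (ex 525, em 598 nm).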
# EPAC1 antag = qHTS for Antagonist of cAMP-regulated guanine nucleotide exchange factor 3 (EPAC1): primary screen; Rap guanine nucleotide exchange factor 3 (Homo sapiens), O95398; EPAC1 GEF assay, Rap1b-BODIPY-GDP exchange fluorescence; Potency, µM (top dose mostly 115 µM), inactives show top-dose activity change, negative = inhibition, usual class: inhibitors; hit rate 0.14% among 360,000;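 note: potency is the fitted concentration of half-maximal effect; plate controls were vehicle for no effect and positive control for full effect; nearly all actives have a fitted effect of over 50% in size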
# PLK1 PBD inh = qHTS for Inhibitors of PLK1-PDB (polo-like kinase 1 - polo-box domain): Primary Screen; Plk1 PBD binding of FITC phosphopeptide, fluorescence polarization; Serine/threonine-protein kinase PLK1 (Homo sapiens), P53350; Potency, µM, inactives show max response, negative = inhibition, usual class: inhibitors; AID 720504, 2013; hit rate 2.8% among 360,000; note: potency is the fitted concentration of half-maximal effect; series mostly up to about 57 µM; % is set by controls: 0 for no effect and ±100 for the full control effect; nearly all actives have a fitted effect of over 65% in size
# Target sequence (P53350 whole entry, looked up, the tested form may be a part): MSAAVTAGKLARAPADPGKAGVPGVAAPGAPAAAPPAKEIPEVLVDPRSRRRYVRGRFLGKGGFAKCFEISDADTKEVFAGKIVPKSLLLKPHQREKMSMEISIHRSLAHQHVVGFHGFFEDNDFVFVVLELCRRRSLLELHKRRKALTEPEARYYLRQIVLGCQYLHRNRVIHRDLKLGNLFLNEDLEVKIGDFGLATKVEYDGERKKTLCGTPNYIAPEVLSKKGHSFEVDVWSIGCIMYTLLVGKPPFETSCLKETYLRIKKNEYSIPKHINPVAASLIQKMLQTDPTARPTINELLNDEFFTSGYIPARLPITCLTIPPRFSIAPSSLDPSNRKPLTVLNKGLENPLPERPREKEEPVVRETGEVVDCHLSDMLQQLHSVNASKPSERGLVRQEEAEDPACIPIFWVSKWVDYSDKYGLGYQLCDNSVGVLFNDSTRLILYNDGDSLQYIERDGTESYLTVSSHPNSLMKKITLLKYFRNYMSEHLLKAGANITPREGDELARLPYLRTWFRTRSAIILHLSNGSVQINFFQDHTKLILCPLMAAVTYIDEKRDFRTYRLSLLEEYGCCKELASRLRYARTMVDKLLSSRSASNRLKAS
# PI5P4Ka inh = qHTS for Inhibitors of phosphatidylinositol 5-phosphate 4-kinase (PI5P4K) | Phosphatidylinositol 5-phosphate 4-kinase type-2 alpha (Homo sapiens), P48426 | PI5P4Kalpha enzyme, ADP-Glo luminescence, 60 min; stronger effect = lower value | max response, % | hit rate 1.2% among 330,000; active = max response of -50% or lower; inconclusive = between -30% and -50%; inactive = -30% or higher; note: value at the top dose of about 77 µM; % is set by controls: 0 for no effect and ±100 for the full control effect
# Target sequence (P48426 whole entry, looked up): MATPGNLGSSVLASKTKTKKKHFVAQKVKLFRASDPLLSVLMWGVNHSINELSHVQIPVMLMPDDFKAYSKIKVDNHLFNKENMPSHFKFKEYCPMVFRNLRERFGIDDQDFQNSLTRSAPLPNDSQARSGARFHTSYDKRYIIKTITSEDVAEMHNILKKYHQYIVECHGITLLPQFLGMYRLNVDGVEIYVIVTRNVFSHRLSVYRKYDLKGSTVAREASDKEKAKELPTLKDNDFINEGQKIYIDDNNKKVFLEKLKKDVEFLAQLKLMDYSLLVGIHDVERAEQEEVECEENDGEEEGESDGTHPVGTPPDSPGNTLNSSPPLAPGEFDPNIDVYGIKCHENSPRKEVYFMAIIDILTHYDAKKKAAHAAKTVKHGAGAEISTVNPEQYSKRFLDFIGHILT
#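 Human PI5P4Kalpha with substrate in 0.038 M HEPES pH 7.4, 0.28 mM EGTA, 0.1% CHAPS, 5% DMSO; reaction started with 5 microM ATP (final), 60 min at room temperature. ADP formed read by ADP-Glo luminescence.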
# EPAC2 ag = qHTS for Agonist of cAMP-regulated guanine nucleotide exchange factor 4 (EPAC2): primary screen. hit rate 0.079% among 360,000. Rap guanine nucleotide exchange factor 4 (Homo sapiens), Q8WZA2. Potency, µM (top dose mostly 154 µM), for the others: at the top dose activation, hits mostly activators. EPAC2 activation, biochemical qHTS; response scale: 100% = 6.5 mM cAMP response; note: potency is the fitted concentration of half-maximal effect; nearly all actives have a fitted effect of over 50% in size
#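 Exchange assay: 100 nM EPAC2 with 250 nM Rap1B-BODIPY-GDP and 50 uM GDP. Fluorescence (ex 480/em 540 nm) read every 5 min for 30 min at room temperature. Data normalized to 6.5 mM cAMP as agonist control.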
# CCT modulator = High-Throughput Screening for Modulators of Cytosolic Chaperonin Activity. activity change, % (concentration not given with the values), hits read low. hit rate 0.3% among 360,000. purified chaperonin ATPase assay, HTRF ADP detection, 30 min. AID 651819, 2012; in the data active = activity change below about -30%; note: % is set by controls: 0 for no effect and ±100 for the full control effect
#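 TRiC (40 or 20 nM final, by batch activity) in 30 mM Tris pH 7.4, 100 mM KCl, 5 mM MgCl2, 1 mM DTT was treated with compound at 76 uM single dose, then 10 uM ATP, 30 min at 37 °C. ADP was read by HTRF Transcreener.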
# EPAC1 agonist = qHTS for Agonist of cAMP-regulated guanine nucleotide exchange factor 3 (EPAC1): primary screen | hit rate 0.073% among 360,000 | EPAC1 agonist qHTS, biochemical assay; response scale: 100% = response to 6.5 mM cAMP | AID 720707, 2013 | Potency, µM (series often up to 154 µM), for inactives: at the top dose activation, most hits filed as activators | Rap guanine nucleotide exchange factor 3 (Homo sapiens), O95398; note: potency is the fitted concentration of half-maximal effect; nearly all actives have a fitted effect of over 60% in size
#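 Normalized to 6.5 mM cAMP, activity reflects EPAC1-catalysed release of BODIPY-GDP from Rap1B, followed kinetically over 30 min at 480 nm excitation, 540 nm emission. Reaction contained 100 nM EPAC1, 250 nM Rap1B-BODIPY-GDP, 50 uM GDP.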
# IL-2 act = qHTS of IL-2 Activators; IL-2 activation reporter assay, cell-based qHTS; stimulated with anti-CD3/CD4/CD28 beads; in transgenic mouse T cells; activation, % (series mostly up to about 46 µM); hit rate 0.065% among 360,000; AID 652025, 2013; in the data active = activation above about 50%; inconclusive = mostly about 30% to 49%; note: 0% is about no effect
#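 First, unstimulated transgenic mouse T cells were exposed to compound for 60 min. Next, anti-CD3/anti-CD4-coated beads with anti-CD28 were added. Finally, after 18 h at 37 degrees C, EGFP and DsRed were imaged.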
# * marks the source's active call; other numbers are inactive results; ? = inconclusive; nt = no result given; [ ] = another dose, or the depositor's remark. Unless noted, calls come from the whole dose curve; as a rule, active = well fitted curve in the direction sought with a large enough effect; inconclusive = small, poorly fitted or top-dose-only effect, or another doubt; inactive = no such curve, though single readings can be large; an effect the other way counts as inactive or inconclusive. These rows are one share of the data, so the mix of outcomes need not match the whole.
SMILES,WRN inhibitor,EPAC1 antag,PLK1 PBD inh,PI5P4Ka inh,EPAC2 ag,CCT modulator,EPAC1 agonist,IL-2 act
CCc1cc2c(-c3ccccc3)cc(=O)oc2cc1OC(C)C(C)=O (stereo not given),0%,-25%,-14%,10,20%,1.0,8%,-1.1
Fc1ccccc1Cc1nnc2n1N=C(c1ccc(Cl)cc1)CS2,0%,0%,-1%,-3,-2%,2.0,0%,-1.4
CCOC(=O)Nc1nc(-c2ccccc2)c(C(=O)c2ccc(Cl)cc2)s1,-5%,12%,-2%,4,2%,0.4,13%,2.3
N#Cc1cccc(NC(=O)CNc2cccc(S(=O)(=O)N3CCCC3)c2)c1,-18%,-8%,-5%,4,0%,2.0,-2%,-3.8
Cc1cc(CNC(=O)COc2ccc(C#N)cc2)c2ccccc2n1,-30%[57.1 µM],-6%,-12%,0,4%,-3.1,12%,-2.2
Cc1ccc(Nc2n[nH]c(=S)s2)cc1C,-10%,0%,?,-74*,0%,-1.7,17%,1.4
CCCC(=O)Nc1ccc2c(c1)C(=O)N(C)C[C@@H](OC)[C@H](C)CN(Cc1ccc(-c3ccccn3)cc1)[C@@H](C)CO2,-2%,0%,-1%,-5,3%,nt,6%,-0.3
Cc1ccc(S(=O)(=O)/N=C(/Nc2ccc(O)c(C(=O)O)c2)c2ccccc2)cc1,-2%,16%,-6%,?,11%,-0.5,17%,-0.2
CCCC(=O)N1CCC1(C)C(=O)NS(=O)(=O)c1ccc(C)cc1 (stereo not given),1%[57.1 µM],-16%,-21%,-2,-2%,-1.7,1%,-0.3
O=C(CSc1nnc(-c2cccs2)o1)OCc1ccccc1,3%,7%,-4%,-9,-3%,-1.2,-2%,0.3
CCCCC(=O)Nc1ccc(C(=O)N(CC)c2ccccc2C)cc1,-1%,-30%,-8%,3,-14%,1.2,2%,1.5
COc1ccc(C2C=C(c3ccccc3)Nc3ncnn32)cc1 (stereo not given),2%,8%,-21%,0,-5%,-0.7,7%,1.0
CC(C)Cn1c(N)c(C(=O)CSc2ncnc3sc4c(c23)CCCC4)c(=O)n(C)c1=O,-11%,0%,-9%,3,-4%,0.0,4%,-3.6
Cc1ccc(CN(c2ccc(C(=O)Nc3ccc4c(c3)OCO4)cc2)S(C)(=O)=O)cc1,-10%,-4%,-3%,nt,20%,-1.3,9%,3.1
Cc1ccc2nc(-c3ccc(F)cc3)c(CC3CCCCC3)n2c1,-14%,-12%,-12%,-7,3%,-0.9,-1%,0.6
O=C(NCc1n[nH]c(=S)n1Cc1ccccc1)c1ccccc1,4%,9%,?,1,-2%,0.3,-7%,0.4
CCCN(C(=O)CSc1nnc2ccccn12)C1CCS(=O)(=O)C1 (stereo not given),-5%,8%,-9%,-1,14%,0.7,10%,-0.1
O=c1[nH]nnc2c1ncn2C1OC(CO)C(O)C1O (stereo not given),-1%,3%,1%,2,4%,-1.3,-12%,0.0
COc1ccc(NC(=O)Cn2nnc(C(=O)NCc3ccc(C)cc3)c2N)cc1Cl,0%,10%,-18%,9,-7%,-3.7,8%,-0.1
Cc1ccc(CSCCNC(=O)c2ccc(Cl)c(S(=O)(=O)N3CCOCC3)c2)cc1,-3%,-19%,2%,0,10%,-1.3,3%,0.2
CC(C)c1csc2nc3n(c(=O)c12)CCCCC3,-8%,-19%,-23%,-8,14%,-5.4,10%,-2.8
COc1ccc(NC(=S)NC(=NS(=O)(=O)c2ccc(Cl)cc2)c2ccccc2)cc1,-5%,0%,12µM*,4,-5%,-1.0,-6%,-0.8
CC(=O)c1cccc(NC(=O)c2ccc(OC3CSC3)cc2)c1,-1%,5%,-18%,-1,6%,-0.2,0%,-0.4
NS(=O)(=O)c1ccc(CCNC(=O)CN2CCCCC2)cc1,-2%[57.1 µM],?,4%,2,-1%,1.6,3%,1.0
Cc1ccc(-n2c(Cn3cnc4ccccc43)nnc2SCC(=O)O)cc1,1%,0%,-4%,nt,1%,0.4,0%,1.3
CCOC(=O)C(Cc1ccccc1)C(=O)Nc1cccc2ccccc12 (stereo not given),-17%[57.1 µM],-8%,-8%,-2,9%,-1.5,1%,-1.6
Cc1ccc(Sc2c([N+](=O)[O-])c(C)nn2C)cc1,-19%,-8%,-12%,-4,7%,-4.2,8%,-2.5
O=C(c1c(F)cccc1F)N1CCC(O)(c2cccnc2)CC1,-4%,2%,?,6,5%,-3.7,-2%,0.2
CCOc1cc(C(=S)N2CCOCC2)cc(Br)c1OS(=O)(=O)c1ccccc1,5%,-18%,?,4,-1%,1.2,-11%,-0.5
CCCCN1C(=O)C(O)(CC(=O)c2ccccn2)c2ccccc21 (stereo not given),-21%,-9%,-4%,4,2%,-1.8,-3%,-2.0
CC1=C(C(=O)N2CCCCCC2)CC(CC(=O)NCc2cccc3ccccc23)C(=O)N1CCC1=CCCCC1 (stereo not given),-7%,-13%,-3%,10,6%,-0.9,3%,0.7
CCOC(=O)c1ccc(NC(=O)NCc2ccccc2)cc1,1%,-1%,-7%,-2,4%,1.8,1%,-0.1
Cc1cccc(-c2ccc3[nH]c4c(c3c2)CCN2C[C@@H]([C@H](C)OC(=O)Nc3ccccc3C)[C@@H](N(C)C(=O)Nc3ccccc3C)C[C@@H]42)c1,-8%,-1%,-9%,2,14%,0.8,-17%,-3.2
CCC(C)/C(C)=N/NC(=O)c1ccc(CSc2nc3ccccc3s2)cc1 (stereo not given),-16%,3%,-3%,4,7%,2.2,11%,-1.0
Cc1nn(S(=O)(=O)c2ccc(C(C)(C)C)cc2)c(C)c1S(=O)(=O)N1CCOCC1,5%,-15%,-6%,3,-1%,1.6,-19%,-2.0
NC(=O)c1cc([N+](=O)[O-])ccc1NCc1ccc(F)cc1,-3%,-7%,-2%,-6,-2%,-1.4,-15%,-0.4
Cc1ccc(COc2ccc(/C=N/O)cc2)cc1,-1%,0%,-2%,2,10%,1.1,-9%,0.0
CCOc1cccc(C=NCCc2ccc(OC)c(OC)c2)c1O,-2%,-14%,-13%,-1,3%,-1.1,12%,-0.1
COc1ccc(-c2cc(C(=O)Nc3c(C)n(C)n(-c4ccccc4)c3=O)c3ccccc3n2)cc1OC,6%,4%,-6%,-8,14%,-3.8,6%,0.5
Cc1cc(=O)oc2c3c(cc(OCC(=O)NCc4ccccn4)c12)OC(C)(C)CC3,5%,-7%,-1%,-5,-2%,0.0,-4%,-2.2
COc1ccc2nc(N/C(N)=N/C(=S)Nc3c(C)cccc3C)nc(C)c2c1,27%,-10%,-26%,1,-1%,2.9,0%,-1.2
COc1ccc(OC)c(-c2cc(C(F)(F)F)c3c(n2)sc2c(O)cc(=O)[nH]c23)c1,-12%,4%,-8%,?,1%,1.2,5%,1.2
Cc1nn(C)c(Cl)c1CN1CCC(Oc2ccc(C(=O)N3CCCC3)cc2)CC1,-29%,10%,1%,-5,10%,-0.7,-2%,-1.3
Cc1cc(C)n2nc(C(=O)OCC(=O)Nc3cc(S(=O)(=O)N4CCOCC4)ccc3Cl)nc2n1,-5%,-18%,-3%,4,-2%,0.5,-4%,-0.5
O=S(=O)(Nc1ccc(-n2cnnn2)cc1)c1ccc(F)c(F)c1F,4%,?,-12%,2,15%,-1.8,11%,-2.1
CCC(=O)Nc1ccc2c(c1)ncn2-c1ccccc1OC,-22%[57.1 µM],12%,-11%,3,-5%,1.2,1%,0.2
Cc1cc(C)nc(SCC(=O)c2c(N)n(C)c(=O)n(C)c2=O)n1,-13%,1%,-6%,nt,6%,-1.8,7%,2.1
Cc1ccc(S(=O)(=O)NNC(=O)c2ccc(O)cc2)cc1,-12%[57.1 µM],27%,3%,0,4%,-2.1,3%,1.4
CCN(CC)c1ccc(/C=N/NC(=O)c2c(-c3ccccc3)noc2C)cc1,2%,-7%,-11%,1,13%,-1.5,15%,-0.1
CCOC(=O)C(NC(=O)CC)(Nc1ccc(S(=O)(=O)Nc2cc(C)on2)cc1)C(F)(F)F (stereo not given),0%,0%,-11%,1,-5%,-0.9,2%,-1.1
Cc1cccc(C)c1OCC(=O)N(Cc1ccc(Cl)cc1)C1CCS(=O)(=O)C1 (stereo not given),2%,-5%,-15%,1,-9%,-2.4,11%,-2.4
CCOC(=O)C1CCN(S(=O)(=O)c2ccc3c(c2)CC(=O)N3)CC1,-4%,9%,2%,1,0%,-0.7,-1%,3.4
CCSc1nc(=S)n(Cc2ccccc2)c(C)c1C(C)=O,-20%,-7%,-15%,26,-5%,-0.6,-15%,-0.4
Nc1nc(-c2ccccc2)[nH]c(=O)c1N=O,1%,-12%,-6%,-7,1%,-0.8,-16%,0.5
O=C(NC(c1ccccc1)c1ccc2ccccc2n1)C1CCN(Cc2ccc(Oc3ccccc3)cc2)CC1 (stereo not given),2%,-15%,4%,0,2%,0.3,-11%,-0.9
Cn1c(=O)c2[nH]c(=O)[nH]c2n(C)c1=O,-2%,1%,4%,?,-6%,0.7,-1%,-0.3
CCC(C)NC(=O)COC(=O)c1csc2c1CCCC2 (stereo not given),-8%,-24%,-15%,6,-4%,-1.1,-2%,1.8
O=C(NCCC(=O)N1CCc2ccccc21)c1ccco1,-2%,-8%,-1%,0,-3%,1.4,-1%,1.5

# Some of these compounds in order of the CCT modulator value, largest number first:
Structure | WRN inhibitor | EPAC1 antag | PLK1 PBD inh | PI5P4Ka inh | CCT modulator | IL-2 act
CCc1cc2c(-c3ccccc3)cc(=O)oc2cc1OC(C)C(C)=O (stereo not given) | 0% | -25% | -14% | 10 | 1.0 | -1.1
CC1=C(C(=O)N2CCCCCC2)CC(CC(=O)NCc2cccc3ccccc23)C(=O)N1CCC1=CCCCC1 (stereo not given) | -7% | -13% | -3% | 10 | -0.9 | 0.7
Cc1ccc(Nc2n[nH]c(=S)s2)cc1C | -10% | 0% | ? | -74* | -1.7 | 1.4

# Compound activity as filed in PubChem.
